# MLLE-PAM2 inh – inhibitors of PABP1 MLLE–PAM2 peptide binding, primary screen, biochemical, fluorescence polarization, FITC-PAM2, GST-MLLE | Polyadenylate-binding protein 1 (Homo sapiens), P11940 | inhibition, % at 20 µM | 0.36% of 360,000 active; in the data active = inhibition above about 35%, passing the limit was not always enough;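 also: plate controls were DMSO wells with GST-MLLE for no effect and wells lacking GST-MLLE protein for full effect; some results filed as inactive read as strong as hits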
# Target sequence (P11940 whole entry, looked up): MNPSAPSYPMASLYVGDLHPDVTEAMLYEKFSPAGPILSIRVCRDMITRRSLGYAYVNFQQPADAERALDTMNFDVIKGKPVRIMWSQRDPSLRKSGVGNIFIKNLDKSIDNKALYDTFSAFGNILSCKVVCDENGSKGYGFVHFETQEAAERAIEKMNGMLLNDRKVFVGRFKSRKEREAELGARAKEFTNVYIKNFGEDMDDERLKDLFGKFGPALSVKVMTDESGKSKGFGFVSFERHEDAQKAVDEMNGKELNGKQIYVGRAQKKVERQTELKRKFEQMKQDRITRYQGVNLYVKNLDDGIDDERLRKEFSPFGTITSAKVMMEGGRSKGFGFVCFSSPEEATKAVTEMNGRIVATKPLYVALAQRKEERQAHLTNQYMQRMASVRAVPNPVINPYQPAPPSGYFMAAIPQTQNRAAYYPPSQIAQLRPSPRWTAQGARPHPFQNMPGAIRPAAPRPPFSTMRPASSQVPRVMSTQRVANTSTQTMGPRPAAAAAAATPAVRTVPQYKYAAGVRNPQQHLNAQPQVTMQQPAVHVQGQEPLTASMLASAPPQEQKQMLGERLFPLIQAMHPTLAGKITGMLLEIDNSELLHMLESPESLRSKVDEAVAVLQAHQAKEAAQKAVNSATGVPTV
# Neddylation inh – inhibitors of cullin neddylation, primary screen, biochemical, TR-FRET, uHTS, NAE and Ubc12 | NEDD8-conjugating enzyme Ubc12 (Homo sapiens) + NEDD8-activating enzyme E1 regulatory … | calls only at 25 µM | 0.58% of 360,000 active; in the data active = inhibition above about 36%
# bovine MsrA act – bovine MsrA enzyme activators, primary screen, biochemical, absorbance, HTS. purified bovine MsrA, absorbance read-out. activation, % at 10.6 µM. Methionine sulfoxide reductase A (Bos taurus). AID 602163, 2012. 0.3% of 360,000 active; in the data active = activation above about 7.5%;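 also: 0% = vehicle and 100% = reference activator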
# Rin1-Abl PPI inh – inhibitors of Rin1-Abl protein binding, primary screen, biochemical, TR-FRET. 0.4% of 360,000 active. inhibition, % at 7.35 µM. Tyrosine-protein kinase ABL1 (Homo sapiens) + Ras and Rab interactor 1 (Homo sapiens), …. AID 588664, 2011; in the data active = inhibition above about 5%, passing the limit was not always enough
# SKN-1 inh – suppressors of acrylamide-induced Pgst-4::GFP reporter in worms, primary screen, SKN-1 inhibitor project, whole organism, uHTS, GFP/RFP fluorescence ratio, strain VP596; C. elegans VP596 Pgst-4::GFP/RFP ratio, 24 h; AID 624304, 2012; inhibition, % at 21.8 µM; 0.49% of 360,000 active;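 active = interference check ratio from 0.5 to 1.5 plus GFP to RFP signal ratio inhibition reaching or exceeding a fixed threshold, cut at about 30% in these data, passing the limit was not always enough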; also: some compounds called inactive have numbers as strong as hits
# E coli Lon inh – inhibitors of E. coli Lon protease, primary screen, biochemical, fluorescence polarization | P0A9M0 | inhibition, % at 7.94 µM | purified E. coli Lon protease | 0.42% of 360,000 active; in the data active = inhibition above about 13%, passing the limit was not always enough;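 also: 0% = enzyme with probe and DMSO and 100% = no enzyme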
# FAS TE block – FAS thioesterase domain inhibitors, primary screen, biochemical, fluorescence intensity, uHTS | recombinant FAS-TE, OMFH fluorogenic substrate, fluorescence endpoint | 0.67% of 360,000 active | AID 602261, 2012 | inhibition, % at 15 µM;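 active = compounds whose normalised, plate-corrected inhibition of enzyme fluorescence in the single-dose primary screen is 50% or more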;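 also: 0% = DMSO with enzyme and 100% = substrate without enzyme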
# MT1-MMP act inh – blockers of MT1-MMP proenzyme processing, primary screen, HT1080 RFP-PRO-GFP cells, GFP/RFP fluorescence | Matrix metalloproteinase-14 (Homo sapiens), P50281 | GFP/RFP ratio fluorescence, overnight; percent of plate control window, DMSO zero | GFP/RFP ratio change, % at 20 µM | 0.061% of 360,000 active | AID 651647, 2012;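 active = GFP/RFP ratio change of at least 30% with cell ATP level not reduced by more than half and red fluorescence within 50% of control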; also: strong numbers were not always called active
#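 Assay system: HT1080 RFP-PRO-GFP cells | Dosing: 20 µM single dose, 1% DMSO | Incubation: Cells overnight before dosing, compound overnight, 37 °C, 5% CO2 | Evaluation: GFP/RFP fluorescence ratio | Control set: DMSO-only wells and HT1080 RFP-L50D-GFP cell wells as references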
# NRP1-CendR mod – modulators of CendR peptide binding to NRP-1, primary screen, biochemical, fluorescence polarization, uHTS; Neuropilin-1 (Homo sapiens), O14786; FAM-RPARPAR peptide binding to NRP-1; inhibition, % at 25 µM; 0.85% of 360,000 active; AID 602438, 2012;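 active = inhibition or corrected inhibition above about 18%, plus a signal ratio from 0.5 to 1.5, limit read from the data, passing the limit was not always enough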; also: strong numbers were not always called active
# Active calls of the source: *; i = inactive; . = not tested or not shown; + = active, no number. Rows were taken by chance; any-hit rate near 4%.
SMILES,MLLE-PAM2 inh,Neddylation inh,bovine MsrA act,Rin1-Abl PPI inh,SKN-1 inh,E coli Lon inh,FAS TE block,MT1-MMP act inh,NRP1-CendR mod
Cc1ccc(NC(=O)Cn2c(=O)oc3ccccc32)cc1Cl,-8,i,-3,1,-2,-5,1,1,4
COc1ccc(OC)c(C2NC(=O)NC(C)=C2C(=O)Nc2ccc(C)cc2C)c1 (configuration not stated),-1,i,-4,0,-5,0,-4,2,-1
CC(=O)Nc1ccc(S(=O)(=O)Oc2cccc(N3C(=O)C4CCCCC4C3=O)c2)cc1 (configuration not stated),-4,i,-1,-3,4,1,-3,4,-8
O=C(CSc1ncc(C(F)(F)F)cc1Cl)NCC1CCCO1 (configuration not stated),-8,i,-7,2,-2,5,-4,-4,11
Cc1ccc(C(=O)NCCNC(=O)c2cnccn2)cc1,-6,i,-9,2,-2,4,-3,2,-3
COC(=O)/C(C#N)=C/c1ccc(-c2ccc(S(N)(=O)=O)cc2)o1,-16,i,-4,-6,12,-6,-4,-7,-1
CC(C)n1c(O)c(N=NC(=O)Cn2ccc(C(F)(F)F)n2)c2ccccc21,1,i,-4,-2,2,-9,10,1,-5
CC1(C)N=C(N)NC(Nc2ccccc2)=N1,4,i,-1,2,10,-3,-6,-3,-8
O=C(OCn1nnc2ccccc2c1=O)C12CC3CC(CC(O)(C3)C1)C2,10,i,-11,2,-3,-5,1,14,5
O=C(c1cccc(Oc2ccc([N+](=O)[O-])cc2)c1)N1CCOCC1,-2,i,-3,1,-9,6,1,4,-2
CCC(=O)Nc1cccc(C2=NOC3(C2)C[C@H](C(N)=O)N(C(=O)c2ccc(Cl)cc2)C3)c1 (some centres not stated),5,i,-3,2,2,-4,-8,3,3
O=C(O)[C@H]1CCCC[C@H]1C(=O)Nc1ccc(Nc2ccccc2)cc1,13,i,0,4,-10,-5,-2,11,7
COCCN1C(=O)CN(S(C)(=O)=O)CC1(C)C(=O)NC(C)C (configuration not stated),.,i,.,.,18,.,.,16,5
COC(=O)CCc1c(COC(C)=O)[nH]c(C(=O)OCc2ccccc2)c1C,-14,i,-9,2,14,-9,4,3,-3
O=C(NC1CC2CCC1C2)C1COc2ccccc2O1 (configuration not stated),1,i,-3,-1,-8,1,-5,6,0
O=C(/C=C/c1ccco1)NCC(=O)N/N=C/c1ccc([N+](=O)[O-])cc1,0,i,-3,4,4,1,7,2,-3
COc1ccc([C@H]2C[C@@H](O)[C@H](n3cc(COC(=O)c4ccccc4)nn3)CN2C(=O)C2CCCCC2)cc1,4,i,-1,-4,3,0,-3,1,2
COc1ccc(-c2c(-c3cc(OC)cc(OC)c3)n(C)c3ccc(-c4cnc(OC)nc4)cc23)cc1,-2,i,-9,2,10,7,24,-12,-6
Cc1cccc(N(CC(=O)NCc2ccc(F)cc2)C(=O)c2csnn2)c1C,7,i,-3,1,3,4,-2,4,20*
CCOC(=O)Cn1cnc2c(nnn2-c2cccc(OC)c2)c1=O,3,i,-7,4,-16,-2,-3,2,-2
Cc1nc2ccc(N3C(=O)CCC3=O)cc2[nH]1,7,i,5,-1,-3,-5,-5,2,3
CCOC(=O)C1(Cc2ccccc2C)CCCN(C(=O)CCC(=O)OC)C1 (configuration not stated),-4,i,-3,-4,-2,-8,0,1,4
O=[N+]([O-])c1cc(Cl)cc(/C=N/n2cnnc2)c1O,1,i,-15,-3,-11,-12,-3,.,-3
CCN1CCN(C(=O)c2cc3c(=O)n4ccccc4nc3s2)CC1,-6,.,-7,-3,8,11,-6,-5,5
O=C(CN1C(=O)/C(=C\c2ccc(C(F)(F)F)cc2)Sc2ccccc21)NCc1ccco1,23,i,-9,2,6,7,27,6,-9

# More entries:
SMILES,MLLE-PAM2 inh,Neddylation inh,bovine MsrA act,Rin1-Abl PPI inh,SKN-1 inh,E coli Lon inh,FAS TE block,MT1-MMP act inh,NRP1-CendR mod
O=C(CN1CCN(C(=O)c2ccco2)CC1)Nc1ccccc1-c1ccccc1,4,i,-3,-1,4,-5,-2,3,12
Cc1csc(SCC(=O)Nc2cccc3nsnc23)n1,27,+,-12,-2,11,-3,-2,-16,1
Cc1cc(=O)n(C2CCS(=O)(=O)C2)[nH]1 (configuration not stated),24,i,0,12*,12,-6,-7,6,-1
O=C(O)c1cccc(S(=O)(=O)NCCC(c2ccccc2)c2ccccc2)c1,2,i,-3,1,-4,-1,0,-6,17
CCCCNC(=O)[C@@H]1CC=C[C@@H]2CCN(Cc3ccc(Cl)c(Cl)c3)C(=O)[C@@H]21,-8,i,-3,0,5,-6,6,1,17
CCc1ccccc1NC(=S)N(CCCN1CCOCC1)Cc1ccccn1,13,i,-3,1,-2,-2,-4,1,16
CCc1ccc(NC(=O)c2ccc(OC)c([N+](=O)[O-])c2)cc1,4,i,-1,1,-2,2,24,4,6
CC(=O)Nc1ccc(N2CC(C)(C)C2=O)cc1,-4,i,2,2,-4,-1,-7,2,-14
O=C(CN(Cc1ccco1)S(=O)(=O)c1ccccc1)N/N=C/c1cccc(O)c1,-5,i,-9,-1,23,-1,-1,2,11
Cc1ccnc(Nc2nc(-c3ccc(Cl)cc3)cs2)c1,2,i,0,-1,15,-14,23,-5,12
O=C(CN1CCC(C(=O)c2ccc(Cl)cc2)CC1)Nc1ccc2c(c1)OCCO2,2,i,-5,2,-11,-14,5,-5,-3
CCC(=O)N1N=C(c2ccc(NS(=O)(=O)c3ccccc3)cc2)CC1c1ccco1 (configuration not stated),-1,i,-3,2,-9,0,31,3,6
O=C(CN(Cc1ccco1)C(=O)CNS(=O)(=O)c1ccc(Cl)cc1)NCC1CCCO1 (configuration not stated),3,i,-6,-1,-10,-5,-3,8,9
OC(c1ccc(F)c(F)c1)c1nc(-c2cc(F)cc(F)c2)cs1 (configuration not stated),2,i,-10,-2,-4,-11,23,2,-6
COC(=O)c1ccc(SC)cn1,20,i,-3,-1,9,0,-10,1,-3
Cc1cccc([N+](=O)[O-])c1NC(=O)COC(=O)C1CCCO1 (configuration not stated),5,i,1,-1,6,-3,-4,-4,7
Cc1ccc(Cc2c(-c3ccc(Cl)cc3)nc3c(C)cc(Br)cn23)cc1,-5,i,-2,1,12,-6,16,-9,-10
COc1ccc(NC(=O)c2cccc(N3C(=O)C4C5C=CC(C6CC56)C4C3=O)c2)c(OC)c1 (configuration not stated),27,i,-2,-1,5,5,4,5,6
Cc1ccc(-n2nc3c(c2NC(=O)c2c(-c4ccccc4Cl)noc2C)CS(=O)(=O)C3)c(C)c1,-8,i,-3,5,-12,-10,8,1,-2
COc1ccc(S(=O)(=O)CCC(=O)Nc2c(C)n(C)n(-c3ccccc3)c2=O)cc1,7,i,-14,1,-24,-12,-8,2,-13
O=C(NCc1ccc(F)cc1)c1ccc(S(=O)(=O)N2CCCC2)cc1,-5,i,0,3,9,-33,-4,3,-12
O=C(CN1C(=O)c2ccccc2S1(=O)=O)c1ccc2c(c1)OCCO2,-1,i,-9,-2,-12,9,18,3,-3
CC(C)(C)NC(=O)C(c1ccc(O)cc1)N(Cc1ccco1)C(=O)CCC(=O)Nc1ccccn1 (configuration not stated),5,i,-1,1,9,-9,0,-1,-1
Cc1nc2ccccc2nc(C)c1=NOCc1ccc(Cl)cc1Cl,1,i,-3,-3,8,27,23,-3,-4
O=C(NCCc1ccccc1)c1ccc(Br)o1,9,i,0,1,3,-3,-8,-1,24*

# Remaining list, next part
SMILES,MLLE-PAM2 inh,Neddylation inh,bovine MsrA act,Rin1-Abl PPI inh,SKN-1 inh,E coli Lon inh,FAS TE block,MT1-MMP act inh,NRP1-CendR mod
COc1ccc(CN2CCC(n3nccc3NC(=O)CCOc3ccccc3)CC2)cc1C,-12,i,-2,1,-10,-8,-3,3,10
O=C(c1ccccc1)N1N=C(c2ccc(F)cc2)CC1(O)C(F)(F)F (configuration not stated),4,i,-4,-2,7,-7,7,4,4
O=C(CSc1nncn1-c1ccccc1)NC1CCCC1,6,i,4,-2,10,-13,0,-2,9
Cc1cc2nc3c(c(=O)n2[nH]1)CCCC3,8,i,-1,-1,-1,8,-8,0,8
Cc1ccc(/C=N/n2c(COc3ccccc3)n[nH]c2=S)cc1,-72,i,0,-3,3,-7,0,-1,7
CCOc1ccccc1/C=N/NC(=O)c1cccc(S(=O)(=O)N(CC)CC)c1,11,i,-1,-2,0,0,7,-4,0

# Some of these compounds in order of heavy-atom count, ascending.
SMILES,MLLE-PAM2 inh,Neddylation inh,bovine MsrA act,Rin1-Abl PPI inh,SKN-1 inh,E coli Lon inh,FAS TE block,MT1-MMP act inh,NRP1-CendR mod
COC(=O)c1ccc(SC)cn1,20,i,-3,-1,9,0,-10,1,-3
Cc1cc2nc3c(c(=O)n2[nH]1)CCCC3,8,i,-1,-1,-1,8,-8,0,8
CC1(C)N=C(N)NC(Nc2ccccc2)=N1,4,i,-1,2,10,-3,-6,-3,-8
O=C(NC1CC2CCC1C2)C1COc2ccccc2O1 (configuration not stated),1,i,-3,-1,-8,1,-5,6,0
Cc1ccc(C(=O)NCCNC(=O)c2cnccn2)cc1,-6,i,-9,2,-2,4,-3,2,-3
O=C(CSc1ncc(C(F)(F)F)cc1Cl)NCC1CCCO1 (configuration not stated),-8,i,-7,2,-2,5,-4,-4,11
OC(c1ccc(F)c(F)c1)c1nc(-c2cc(F)cc(F)c2)cs1 (configuration not stated),2,i,-10,-2,-4,-11,23,2,-6
Cc1nc2ccccc2nc(C)c1=NOCc1ccc(Cl)cc1Cl,1,i,-3,-3,8,27,23,-3,-4
O=C(c1ccccc1)N1N=C(c2ccc(F)cc2)CC1(O)C(F)(F)F (configuration not stated),4,i,-4,-2,7,-7,7,4,4
Cc1ccc(Cc2c(-c3ccc(Cl)cc3)nc3c(C)cc(Br)cn23)cc1,-5,i,-2,1,12,-6,16,-9,-10
Cc1cccc(N(CC(=O)NCc2ccc(F)cc2)C(=O)c2csnn2)c1C,7,i,-3,1,3,4,-2,4,20*
COc1ccc(S(=O)(=O)CCC(=O)Nc2c(C)n(C)n(-c3ccccc3)c2=O)cc1,7,i,-14,1,-24,-12,-8,2,-13
O=C(CN(Cc1ccco1)C(=O)CNS(=O)(=O)c1ccc(Cl)cc1)NCC1CCCO1 (configuration not stated),3,i,-6,-1,-10,-5,-3,8,9
CC(C)(C)NC(=O)C(c1ccc(O)cc1)N(Cc1ccco1)C(=O)CCC(=O)Nc1ccccn1 (configuration not stated),5,i,-1,1,9,-9,0,-1,-1
COc1ccc(-c2c(-c3cc(OC)cc(OC)c3)n(C)c3ccc(-c4cnc(OC)nc4)cc23)cc1,-2,i,-9,2,10,7,24,-12,-6
COc1ccc([C@H]2C[C@@H](O)[C@H](n3cc(COC(=O)c4ccccc4)nn3)CN2C(=O)C2CCCCC2)cc1,4,i,-1,-4,3,0,-3,1,2

# Rewritten with tabs: entries from further up.
Molecule	MLLE-PAM2 inh	Neddylation inh	bovine MsrA act	Rin1-Abl PPI inh	SKN-1 inh	E coli Lon inh	FAS TE block	MT1-MMP act inh	NRP1-CendR mod
O=C(c1ccccc1)N1N=C(c2ccc(F)cc2)CC1(O)C(F)(F)F (configuration not stated)	4	i	-4	-2	7	-7	7	4	4
O=C(CSc1nncn1-c1ccccc1)NC1CCCC1	6	i	4	-2	10	-13	0	-2	9
